# Tat transport – inhibitors of E. coli Tat protein transport. E. coli MC4100 TorA-mCherry Tat export, fluorescence. inhibition, % at 10 µM. hit rate 0.036% among 340,000;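 active = mean replicate inhibition at least 50% and at least half of replicates individually reaching 50%; inconclusive = only one of the two criteria met; inactive = neither criterion met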;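 note: exported cargo escapes ClpAP degradation while cytoplasmic cargo is degraded and loses fluorescence; 0% = median of neutral control wells and 100% = median of NaSCN control wells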
# HTR5A ag – counter-screen for OPRM1-OPRD1 agonists: human HTR5A agonism; P47898; HTR5A agonist assay, luminescence, cell-based; activation, % at 9.3 µM; hit rate 0.61% among 340,000; in the data active = activation mostly above about 9.5%, no sharp cut-off; inactive = mostly below about 7.6%;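 note: 0% = cells with vehicle only and 100% = reference agonist; strong numbers were not always called active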
# Target sequence (P47898 whole entry, looked up): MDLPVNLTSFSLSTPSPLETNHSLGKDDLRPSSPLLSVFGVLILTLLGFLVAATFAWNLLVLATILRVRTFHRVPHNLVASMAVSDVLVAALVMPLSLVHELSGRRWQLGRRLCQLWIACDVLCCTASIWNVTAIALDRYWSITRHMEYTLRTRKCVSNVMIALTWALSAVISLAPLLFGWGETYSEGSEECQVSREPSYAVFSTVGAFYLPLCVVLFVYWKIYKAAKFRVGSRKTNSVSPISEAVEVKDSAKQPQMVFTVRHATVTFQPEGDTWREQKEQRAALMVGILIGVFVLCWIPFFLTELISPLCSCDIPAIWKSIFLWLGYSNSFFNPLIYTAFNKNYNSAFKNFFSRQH
# HTR5A inv ctr – HTR5A inverse agonism, opioid heterodimer counter-screen; P47898; inhibition, % at 9.3 µM; hit rate 0.083% among 340,000; HTR5A cell line, luminescence; in the data active = inhibition mostly above about 23%, no sharp cut-off; inactive = mostly below about 18%;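 note: 0% = cells with DMSO and 100% = no-cell wells with DMSO; some compounds called inactive have numbers as strong as hits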
# PKA-R2B act – PKA-R2B complex activation. P22694+P31323. PKA-R2B holoenzyme dissociation, Cy5-IP20 fluorescence polarization; R2B truncated from residue 108, S112A mutant; 0% DMSO only, 100% 113 µM cGMP. activation, % at 11.4 µM. hit rate 0.079% among 340,000;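 active = activation above a cutoff set at the mean over all compounds plus 3 SD, cut at about 18% in these data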;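 note: higher means more holoenzyme dissociation and a rise in polarization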
# DAGLB inhibitor – diacylglycerol lipase beta (human) inhibition. Q8NCG7. hit rate 0.059% among 340,000. AID 504411. HEK293T DAGLB membrane lysate, EnzChek fluorogenic substrate. inhibition, % at 5.17 µM; in the data active = inhibition above about 34%;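 note: 0% = enzyme with vehicle and 100% = wells lacking enzyme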
# Target sequence (Q8NCG7 whole entry, looked up): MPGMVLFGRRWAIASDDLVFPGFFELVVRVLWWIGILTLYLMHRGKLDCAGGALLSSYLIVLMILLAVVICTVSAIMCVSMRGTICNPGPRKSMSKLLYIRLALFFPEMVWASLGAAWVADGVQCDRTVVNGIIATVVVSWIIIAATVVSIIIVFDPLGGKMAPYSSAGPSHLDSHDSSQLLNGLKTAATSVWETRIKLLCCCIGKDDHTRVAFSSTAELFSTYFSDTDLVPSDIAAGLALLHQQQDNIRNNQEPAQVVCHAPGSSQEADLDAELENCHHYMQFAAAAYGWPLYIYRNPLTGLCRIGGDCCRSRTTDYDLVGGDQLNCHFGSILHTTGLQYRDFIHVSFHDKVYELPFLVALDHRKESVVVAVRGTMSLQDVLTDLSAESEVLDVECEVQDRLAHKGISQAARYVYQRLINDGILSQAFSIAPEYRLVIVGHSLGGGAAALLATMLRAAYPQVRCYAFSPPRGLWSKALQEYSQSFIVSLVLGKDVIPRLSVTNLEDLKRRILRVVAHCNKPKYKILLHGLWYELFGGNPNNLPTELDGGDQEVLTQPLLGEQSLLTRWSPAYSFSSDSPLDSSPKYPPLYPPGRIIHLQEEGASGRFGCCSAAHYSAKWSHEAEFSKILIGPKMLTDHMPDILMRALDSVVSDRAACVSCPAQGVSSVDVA
# E coli growth – reduces bacterial viability in AddAB counter-screen. inhibition, % at 11.9 µM. E. coli V3065 growth, OD600 absorbance, 18 h. hit rate 0.27% among 330,000. AID 449728;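 active = inhibition above the campaign's mean inhibition across all tested compounds plus 3 SD, cut at about 9.9% in these data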;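 note: uninfected addAB+ strain grown without phage in ampicillin broth; 0% = DMSO wells and 100% = ciprofloxacin 0.95 µg/ml wells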
# AddAB inh – less growth of phage-infected E. coli with AddAB | hit rate 0.29% among 330,000 | AID 435030 | E. coli expressing H. pylori AddAB, absorbance growth | inhibition, % at 11.9 µM; in the data active = inhibition above about 12%;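 note: 0% = vehicle wells of infected cells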
# CDK5 inh – inhibitors of human CDK5/p35 kinase | hit rate 0.01% among 330,000 | inhibition, % at 10 µM | Q00535+Q15078 | Recombinant CDK5/p35, ADP-Glo luminescence, 60 min;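 active = highest replicate inhibition of at least 50% and at least 75% of replicates reaching 50%; inconclusive = only one of the two criteria met; inactive = both criteria failed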;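 note: plate controls were DMSO neutral control for no effect and GW8510 at 10 µM for full effect; many of its hits are not listed in these tables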
# phage Ecoli inh – E. coli growth loss with phage present; growth absorbance; hit rate 0.26% among 360,000; inhibition, % at 11.9 µM; AID 651602; in the data active = inhibition above about 11%
# Mot1-301 SUMO – SUMOylation pathway inhibition by Mot1-301 growth rescue. S. cerevisiae Mot1-301 growth rescue, ATP luminescence, 38.5C; percent above DMSO median, 100 means doubled. growth rescue, % at 18.8 µM. hit rate 1% among 320,000. AID 2716;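 active = every valid replicate shows activation above 250% relative to neutral control wells; inactive = the rest, any valid replicate at or below 250%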;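 note: OY570 slx delta 5 strain wells were the positive control but not used for scaling; some compounds called inactive have numbers as strong as hits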
# PKA-R1A activ – PKA-R1A complex activation; hit rate 0.083% among 340,000; PKA-R1A dissociation, Cy5-IP20 fluorescence polarization; scaled: DMSO 0%, 113 µM cGMP 100%; P00514+P68181; activation, % at 11.4 µM;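 active = percent activation above the mean of all tested compounds plus 3 SD, cut at about 19% in these data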;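 note: higher means more PKAc released from R1A so a rise in polarization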
# An asterisk follows results filed as active; ? = inconclusive; / = no result given.
SMILES,Tat transport,HTR5A ag,HTR5A inv ctr,PKA-R2B act,DAGLB inhibitor,E coli growth,AddAB inh,CDK5 inh,phage Ecoli inh,Mot1-301 SUMO,PKA-R1A activ
C=CCn1c(SCC(N)=O)nnc1-c1ccccc1O,-10,6,-19,-1,1,2.0,2.1,0.8,1.2,20,-8
CC(C)(C)N1CC(C(=O)Nc2cccc(Cl)c2Cl)CC1=O (stereo not drawn),1,7,-20,4,-2,-1.8,-2.3,-0.8,-1.8,-5,-5
Cc1ccnc(NC(=O)CCC(=O)N(CC(=O)NCc2ccc(F)cc2)Cc2ccccc2)c1,1,-7,17,13,1,0.9,0.8,-3.3,/,-8,6
COC(=O)Nc1nc2ccc(Sc3ccccc3)cc2[nH]1,2,2,-6,-4,4,0.4,-3.0,-0.8,3.2,-11,1
COc1ccc(/C=C/C(=O)Nc2cc(=O)n(C)c(=O)n2C)cc1,2,4,-10,-6,2,0.6,4.0,0.6,3.8,9,-6
Cc1ccc(-c2nc3cnccn3c2Nc2ccc3c(c2)OCO3)cc1,-9,3,0,2,4,4.0,-0.5,-0.6,2.5,-17,-5
CC(C)(C)c1ccc(-c2conc2N)cc1,-3,0,1,4,-1,-0.9,-0.3,-6.7,0.2,-11,2
Cc1[nH]c(=O)[nH]c(=O)c1S(=O)(=O)Nc1ccc(S(N)(=O)=O)cc1,-18,-4,-3,4,3,1.6,-0.5,-0.3,2.2,270,20*
Cc1nn(CC(=O)NCCc2cccs2)c(=O)c2cc3ccccc3n12,-7,-4,1,-4,2,3.1,3.4,2.3,0.8,12,-2
CC(C)(C)N1[C@@H](CC(=O)O)c2cc(C(F)(F)F)ccc2S1(=O)=O,-12,1,5,-8,1,-0.7,3.2,-5.0,0.2,-11,7
Cc1cc(C)cc(-n2ccnc2SCC(=O)c2c(N)n(C3CC3)c(=O)[nH]c2=O)c1,2,10,-28,-11,-1,1.4,2.4,1.0,3.7,0,-8
Cc1ccc(/C=C2/NC(=O)N(Cc3ccc(Br)cc3)C2=O)o1,-8,6,-21,3,8,0.6,3.8,2.9,0.6,150,5
COCCN1C(=O)/C(=C/c2ccc(Oc3ccc([N+](=O)[O-])cn3)c(OC)c2)SC1=Nc1ccccc1,-5,-2,15,-3,0,1.9,2.1,-2.9,3.6,-4,-3
CC(NC(=O)C(=O)NCCN1CCN(C(=O)c2ccc([N+](=O)[O-])cc2)CC1)c1ccccc1 (stereo not drawn),-3,3,-6,2,1,1.6,3.5,-3.3,1.7,3,-7
CC(C)c1nnc(NC(=O)c2cccc(-n3cnnn3)c2)s1,-3,7,-19,7,-1,-0.2,0.0,0.2,1.1,/,2
O=C(CN1CCCC1)NCC1(c2ccccc2)CCOCC1,1,2,-6,6,-2,1.4,0.6,-2.6,1.1,-11,9
Cc1ccc(S(=O)(=O)N2CCC(C(=O)OCC(=O)N(C)Cc3ccccc3)CC2)cc1C,10,-5,13,-1,-3,0.2,2.4,1.0,-0.7,32,-14
COc1ccc(-c2cc3nc(C)n(N)c(=O)c3s2)cc1,6,-1,-3,6,-1,0.2,3.0,23,1.7,-85,-4
Cc1c(Cl)cccc1NC(=O)Cn1c(CCC(=O)O)ccc1-c1ccccc1,-12,-5,18,-3,2,-3.4,3.7,-0.5,3.1,429*,4
Cn1ccc(CC(=O)N2CCC(N3CCC(C(=O)N4CCCC4)CC3)CC2)c1,-5,6,-3,2,0,0.8,3.3,-1.7,4.2,-41,8
COc1ccc(C(=O)N2CCN(CCNC(=O)C(=O)Nc3ccc(Br)cc3)CC2)cc1,-6,7,-16,2,-1,-2.2,-3.3,-1.4,2.2,2,-5
CCCCNC(=O)CCn1nc(-c2ccc(Cl)cc2)ccc1=O,1,0,0,-10,0,-2.2,0.8,-1.6,1.5,10,-14
CCOC(=O)N1CCN(CC(=O)c2ccc(O)cc2O)CC1,6,4,11,-6,1,-1.5,4.5,0.0,1.4,36,-6
CN1CCN(CC#CCC(O)(c2ccccc2)c2ccccc2)CC1,-5,6,-5,2,0,-0.7,-0.1,0.4,1.2,-8,-4
NNC(=O)c1ccc(COc2cccc3ccccc23)cc1,-3,0,3,-6,-2,-2.1,1.7,0.5,0.5,115,12
CCCn1cnc2scc(-c3ccc(OC)cc3)c2c1=O,0,1,1,-10,2,-0.9,3.4,0.5,1.5,3,2
CCO[C@@H]1OC(C(=O)N2CCN(Cc3ccc4c(c3)OCO4)CC2)=C[C@H](C2CCCCC2)[C@H]1CCCO,18,-7,-28,7,-6,0.1,1.9,2.1,1.4,7,-8
C=CCC[C@@H](Cc1ccc(F)cc1)C(=O)OC[C@@H](NC(=O)[C@H](CC=C)CC(=O)N(CCO)Cc1ccccc1)c1ccccc1,-4,-2,3,-1,-6,-1.6,-1.9,-0.8,1.9,-1,-3
CC1=CC(C)(C)N=C(Nc2nc(C)c3cc(C)cc(C)c3n2)N1,-14,5,12,1,4,-0.7,-1.9,-2.7,2.9,-14,-11
Cc1ccc2nc(NC(=O)C3CSC4(C)CCC(=O)N34)sc2c1 (stereo not drawn),1,3,-7,-7,1,0.1,3.9,1.8,3.0,10,-6
CCCC1C(=O)N(Cc2ccccc2)C(=O)CC1C (stereo not drawn),1,0,-1,-12,-1,0.9,1.6,-0.5,3.1,122,-3
Cc1ccc(C(C)C)c(OCCCN2C(=O)NC(C)(C)C2=O)c1,3,3,-7,3,0,-0.2,3.4,0.6,1.1,/,-10
CC(=O)Nc1ccc(N=Cc2ccc[nH]2)cc1,-3,0,-16,-9,1,-1.2,4.2,-1.2,-0.2,-9,8
C=CCn1c(SCC(=O)Nc2nc(C)cs2)nnc1C(C)NC(=O)c1ccccc1Cl (stereo not drawn),-2,-3,6,4,-2,-0.4,4.1,0.3,4.8,13,-8
CC(C)Cc1nnc(NC(=O)C2CC(=O)N(Cc3ccccc3)C2)s1 (stereo not drawn),-5,2,3,-1,3,-0.3,-0.1,1.6,0.7,-2,-13
O=C1C(c2ccnc3ccccc23)=C(O)c2ccccc21,-11,-1,-23,4,-3,2.4,1.8,4.0,1.0,/,3
CCc1ccc(NC(=O)c2ccc(NC(=O)C3CCCO3)cc2)cc1 (stereo not drawn),-19,2,5,-1,-2,0.4,4.7,-2.8,/,3,-7
CC(=O)NS(=O)(=O)c1ccc(NC(=S)NC(=O)COc2ccccc2C)cc1,-8,-1,4,1,-1,-3.3,2.4,-0.1,2.6,1,-3
Cc1ccc(C(=O)NCc2cccnc2)cc1S(=O)(=O)N1CCCCCC1,-5,-4,10,0,2,-2.3,3.5,0.0,2.0,1,3
Cc1ccc(S(=O)(=O)Oc2ccc(C3C4=C(CCCC4=O)N(CCC(=O)O)C4=C3C(=O)CCC4)cc2Cl)cc1,-3,-6,15,3,5,-0.5,1.5,-0.5,2.1,-5,-9
Cc1cccc(/C=N/NC(=O)c2cc(C)nc3ccccc23)n1,-2,2,-5,-4,2,-3.5,-2.0,0.4,1.4,8,0
COc1ccc(Cc2nc(C(=O)Nc3ccccc3)cs2)cc1,5,4,-11,-11,-6,1.7,2.3,-1.8,4.3,-14,0
O=C(O)CCCn1c(=O)[nH]c2ccccc2c1=O,-5,2,-4,-2,-1,-2.0,2.3,-0.6,2.2,3,4
Cc1ccc(NC(=O)C2Cc3ccccc3CN2C(=O)c2ccco2)cc1S(=O)(=O)N(C)C (stereo not drawn),-8,6,-17,-9,-1,-1.1,5.7,1.2,-0.9,-14,-5
Cn1c(SCC(=O)C(C)(C)C)nnc1-c1ccc(F)cc1,-8,2,-5,-1,0,2.1,3.1,0.3,3.0,49,-2
O=P(/C(=N/O)Sc1ccccc1)(N1CCOCC1)N1CCOCC1,3,-2,4,8,-1,-1.6,-0.4,0.4,1.2,-11,-4
O=C(CSc1nnc(Cc2cccs2)n1-c1ccc(Cl)cc1)NCc1ccc2c(c1)OCO2,5,-3,-17,0,-1,-1.4,2.7,1.4,0.3,-17,-6
Cc1nc(SCC(=O)NC2CCCCC2C)c(C#N)c(C)c1C (stereo not drawn),-3,-2,-2,0,-2,-0.2,0.6,1.1,7.1,7,2
COc1ccc(CNC(=O)c2ccc(Cn3nc(C)cc3C)o2)cc1,-2,-4,-3,-8,2,-0.8,3.4,0.6,-3.6,44,-15
CC[C@]12c3[nH]c4ccc(OC)cc4c3CCN1C(=O)C(CC(=O)NCC13CC4CC(CC(C4)C1)C3)C[C@@H]2C(=O)N1CCN(C(=O)c2ccco2)CC1 (stereo partly drawn),14,3,-11,1,2,-0.7,-1.1,-0.1,/,/,-6
COc1ccc(C(=O)N2CCn3c(C)ccc3C2C)cc1 (stereo not drawn),2,-3,6,12,-2,-0.2,0.2,-0.3,1.9,-1,-1
Cc1c(Cc2ccccc2)c(=O)oc2cc(OC(=O)c3ccccc3)ccc12,-8,0,-1,-8,-2,-2.3,-2.9,1.3,1.2,3,-9
COc1ccc(C(=O)NC2(C(F)(F)F)NC(=O)N(CCCc3ccccc3)C2=O)cc1OC (stereo not drawn),11,8,-19,-5,2,-0.3,0.0,0.7,3.9,17,-4
COc1ccc(OC)c(C2=NS(=O)(=O)N(C)C(C(=O)Nc3ccc(F)cc3F)=C2)c1,3,4,7,-4,1,0.8,2.0,-1.7,0.9,-17,-2
CCN(CC)C(=O)CSc1nnc([C@H](CCSC)NC(=O)OC(C)(C)C)o1,-4,-4,-11,-1,1,-1.4,0.4,0.1,1.3,-5,-14
COc1ccccc1NS(=O)(=O)c1cc(NC(C)=O)ccc1N1CCCCC1,?,-1,2,-5,-3,-2.3,0.8,-1.0,1.8,133,-16
CCn1c(CSCc2c(Cl)cccc2Cl)n[nH]c1=S,0,-1,4,3,1,-2.2,1.4,0.0,4.1,-12,-3
O=C1C=C(c2ccc3c(c2)OCO3)C[C@@H](c2ccc3c(c2)OCO3)C1,-7,-2,-7,-5,-3,3.2,0.3,-1.3,1.6,12,8
CCOC(=O)c1sc(=NC(=O)c2cccc(OC)c2)n(C)c1C,-1,3,-7,2,3,0.6,0.2,1.2,2.0,68,-7
COc1ccc(-c2nc(NC(=O)Cn3ccc(C(F)(F)F)n3)sc2C)cc1,-4,3,14,-6,-6,1.1,5.4,0.3,2.1,118,-10
# Next part:
SMILES,Tat transport,HTR5A ag,HTR5A inv ctr,PKA-R2B act,DAGLB inhibitor,E coli growth,AddAB inh,CDK5 inh,phage Ecoli inh,Mot1-301 SUMO,PKA-R1A activ
Cn1c(C(=O)NCc2ccco2)cc2c(=O)[nH]c3ccccc3c21,-9,-4,-23,1,3,-0.9,-0.4,1.1,1.1,37,10
Cc1ccc(S(=O)(=O)CCCS(=O)(=O)c2ccc(C)cc2)cc1,-1,-1,3,-2,0,-0.6,4.1,2.3,0.1,-4,-7
Cc1ccc(-n2ncc3c(=O)n(CC(=O)NCc4ccco4)cnc32)cc1,-8,3,-7,-1,0,-1.4,1.3,1.5,3.1,-11,-9
OCCCc1cn(Cc2ccccc2)c2ccccc12,7,0,0,1,-2,-0.6,1.3,-0.5,0.9,-10,-11

# Bioassay records deposited in PubChem by several laboratories.
